Screening results from PubChem BioAssay.
AddAB inh = less growth of phage-infected E. coli with AddAB | E. coli expressing H. pylori AddAB, absorbance growth | inhibition, % at 11.9 µM | 0.29% of 330,000 active; in the data active = inhibition above about 12%;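 also: 0% = vehicle wells of infected cells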
MOR-DOR ag = agonists of human mu-delta opioid receptor heterodimerization; P35372+P41143; cells, OPRM1-OPRD1 heterodimerization, luminescence; activation, % at 9.3 µM; 0.3% of 340,000 active; in the data active = activation above about 18%;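 also: 0% = vehicle-treated cells and 100% = reference agonist; values of inactives mirror those of a sister screen read the other way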
Target sequence (P35372 whole entry, looked up): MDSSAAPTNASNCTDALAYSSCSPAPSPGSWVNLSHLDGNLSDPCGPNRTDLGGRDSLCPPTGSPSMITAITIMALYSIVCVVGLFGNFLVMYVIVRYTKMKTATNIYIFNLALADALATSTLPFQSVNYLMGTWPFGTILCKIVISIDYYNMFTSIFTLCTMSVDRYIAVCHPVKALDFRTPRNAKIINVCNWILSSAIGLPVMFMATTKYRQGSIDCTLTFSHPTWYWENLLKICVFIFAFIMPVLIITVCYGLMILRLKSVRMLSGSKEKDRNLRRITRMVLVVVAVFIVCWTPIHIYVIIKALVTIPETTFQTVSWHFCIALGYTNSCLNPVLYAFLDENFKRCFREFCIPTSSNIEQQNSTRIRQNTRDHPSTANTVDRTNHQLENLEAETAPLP
Target sequence (P41143 whole entry, looked up): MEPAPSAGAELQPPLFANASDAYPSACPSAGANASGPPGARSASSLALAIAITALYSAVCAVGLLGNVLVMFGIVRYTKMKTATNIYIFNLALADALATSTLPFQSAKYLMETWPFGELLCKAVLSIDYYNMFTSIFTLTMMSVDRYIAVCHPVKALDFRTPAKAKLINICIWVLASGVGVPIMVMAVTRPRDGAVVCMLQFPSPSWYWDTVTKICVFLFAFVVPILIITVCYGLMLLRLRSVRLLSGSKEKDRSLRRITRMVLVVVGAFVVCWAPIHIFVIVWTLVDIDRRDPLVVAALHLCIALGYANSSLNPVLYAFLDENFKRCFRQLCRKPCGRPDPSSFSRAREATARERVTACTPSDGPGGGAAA
Pemphigus Ab inh = human desmoglein-3 autoantibody binding inhibition. P32926. DSG3-coupled beads, scFv-anti-DSG3-GFP binding, flow cytometry; active compounds read low. binding (percent of control), % at 10 µM. 0.48% of 310,000 active. AID 588358;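 active = binding more than 3 SD below its plate's average and above zero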;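 also: hits lower antibody fragment binding to DSG3; some compounds called inactive have numbers as strong as hits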
PKA-R1A activ = PKA-R1A complex activation. activation, % at 11.4 µM. PKA-R1A dissociation, Cy5-IP20 fluorescence polarization; scaled: DMSO 0%, 113 µM cGMP 100%. 0.083% of 340,000 active;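 active = percent activation above the mean of all tested compounds plus 3 SD, cut at about 19% in these data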;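 also: higher means more PKAc released from R1A so a rise in polarization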
E coli growth = bacterial growth inhibition, counter-screen for AddAB inhibitors; E. coli V3065 growth, OD600 absorbance, 18 h; inhibition, % at 11.9 µM; 0.27% of 330,000 active;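 active = inhibition above the campaign's mean inhibition across all tested compounds plus 3 SD, cut at about 9.9% in these data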;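 also: uninfected addAB+ strain grown without phage in ampicillin broth; 0% = DMSO wells and 100% = ciprofloxacin 0.95 µg/ml wells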
SUMO Mot1 rescue = blocks SUMOylation pathway, rescuing yeast Mot1-301 growth | growth rescue, % at 18.8 µM | 1% of 320,000 active | AID 2716 | S. cerevisiae Mot1-301 growth rescue, ATP luminescence, 38.5C; percent above DMSO median, 100 means doubled;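 active = every valid replicate shows activation above 250% relative to neutral control wells; inactive = the rest, any valid replicate at or below 250%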;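 also: OY570 slx delta 5 strain wells were the positive control but not used for scaling; some compounds called inactive have numbers as strong as hits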
HTR5A inv ctr = inverse agonist of human HTR5A in OPRM1-OPRD1 counter-screen. P47898. HTR5A cell line, luminescence, inverse agonism. inhibition, % at 9.3 µM. 0.083% of 340,000 active. AID 504634; in the data active = inhibition mostly above about 23%, no sharp cut-off; inactive = mostly below about 18%;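 also: 0% = cells with DMSO and 100% = no-cell wells with DMSO; some compounds called inactive have numbers as strong as hits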
HTR5A ag ctr = activates human HTR5A in OPRM1-OPRD1 agonist counter-screen. AID 504692. 0.61% of 340,000 active. HTR5A agonist assay, luminescence, cell-based. activation, % at 9.3 µM; in the data active = activation mostly above about 9.5%, no sharp cut-off; inactive = mostly below about 7.6%;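 also: 0% = cells with vehicle only and 100% = reference agonist; strong numbers were not always called active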
PfHsp90 yeast 2 = reduces growth (ATP signal) of yeast expressing P. falciparum Hsp90; inhibition, % at 9.4 µM; 0.32% of 310,000 active; S. cerevisiae expressing PfHsp90, BacTiter-Glo ATP, 48 h; yeast lacking PDR1 and PDR3 efflux regulators; AID 504621;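 active = every replicate shows inhibition above about 80%, whatever the replicate mean, limit read from the data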;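 also: 0% = DMSO neutral controls and 100% = 20 µM radicicol positive controls; yeast relying on Plasmodium falciparum Hsp90 in place of its own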
MOR-DOR inv ag = mu-delta opioid heterodimer inverse agonism | P35372+P41143 | cell-based MOR-DOR heterodimer luminescence | inhibition, % at 9.3 µM | 0.21% of 340,000 active; in the data active = inhibition above about 22%, passing the limit was not always enough;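 also: 0% = cells with DMSO and 100% = wells without cells with DMSO; values of inactives mirror those of a sister screen read the other way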
phage Ecoli inh = E. coli growth loss with phage present. 0.26% of 360,000 active. AID 651602. inhibition, % at 11.9 µM. growth absorbance; in the data active = inhibition above about 11%
The depositor's hits bear a star; x = no result given; & = joins results of further samples. This is a subset; count on the stated rates, not on these rows.

SMILES	AddAB inh	MOR-DOR ag	Pemphigus Ab inh	PKA-R1A activ	E coli growth	SUMO Mot1 rescue	HTR5A inv ctr	HTR5A ag ctr	PfHsp90 yeast 2	MOR-DOR inv ag	phage Ecoli inh
CC(=O)N1Cc2cnnn2-c2ccccc2C1C#N (centres undefined)	x	-0.7	98	-6	x	x	5	-2	-8	3	-0.6
O=C(c1cccc(Cl)c1)C1CCCN(Cc2cccc3cnccc23)C1 (centres undefined)	-0.2	4.4	204	-6	0.9	15	-3	1	14	-26	5.0
C=CCN1C(=O)/C(=C/c2ccc3c(c2)CCCN3CCC)C(=O)NC1=S	2.0	0.0	198	8	0.3	-8	1	0	22	0	5.4
COc1ccc2c(c1)C(c1ccc(N(CCCl)CCCl)cc1)=NCC2	x	2.0	102	1	x	x	9	-2	x	-11	0.8
O=C1CN=C(c2ccc(Cl)cc2)c2oc3ccccc3c2N1	-0.2	x	94	x	-0.3	-1	x	x	x	x	1.9
Nc1ccccc1C(=O)OCCOc1ccccc1	3.0	1.5	x	-10	-1.0	24	-13	2	-6	-6	4.2
COc1cc(C2c3cc4c(c(O)c3CC3COC(=O)C32)OCO4)cc(OC)c1OC (centres undefined)	x	-4.3	91	-7	x	x	-27	7	16	19	3.2
COc1ccc(CN2Cc3cnnn3-c3ccccc3C2C)cc1 (centres undefined)	x	-2.2	100	-7	x	x	13	-4	15	10	3.0
Cc1cccc(-n2c(O)c(/C=N/Nc3nc4c(c(=O)n(C)c(=O)n4C)n3C)c(=O)[nH]c2=S)c1	5.0	1.3	102	-5	-1.6	-19	12	-3	4	-7	-0.8
CCCN1CCc2cc(O)cc3c2[C@H]1Cc1ccc(O)c(O)c1-3	1.6	7.2	92	4	1.9	-6	-8	2	-14	-39	3.3
Cc1ccc(N2CCNCC2C)cc1 (centres undefined)	x	-2.1	96	-7	x	x	-3	1	-41	11	2.5
Cc1cccc(OP(=O)(Nc2cccnc2)Oc2cccc(C)c2)c1	-0.3	-1.2	98	-8	-1.9	10	-9	1	-22	8	4.8
c1ccc(CCNC2CCCCCC2)cc1	0.0	1.3	69*	-1	0.8	8	-11	3	8	-7	1.7
NP(=O)(OCC(F)(F)F)Oc1ccccc1 (centres undefined)	0.1	-3.5	x	-2	0.4	328	-18	-1	4	18	3.8
C[n+]1c(-c2ccccc2)sc2ccccc21	6.3	-2.5	100	0	0.2	-9	4	-1	-15	11	0.6
CN1CCCN(C(=O)COc2ccccc2)CC1	2.0	-1.6	103	10	1.0	-5	-4	0	1	9	-0.2
COc1ccc2[nH]cc(C(=O)CN(C)C)c2c1	2.7	-3.0	x	11	0.2	45	11	-2	-15	15	3.2
CC(=Nc1ccc2c(c1)CCC2)c1c(O)n(-c2ccccc2)c(=O)[nH]c1=O	0.4	-0.9	x	-3	0.7	-2	11	-4	-21	5	-3.0
COC(=O)C1=C(c2ccc(F)cc2OCc2ccccc2)C[C@@H]2CC[C@H]1N2C(=O)NCc1ccccc1Br	3.0	-1.4	97	-7	-0.5	-1	-9	3	2	8	2.1
Cc1cc(C=O)c(C)n1C1CC1	2.0	-2.9	118	-8	1.1	-10	12	-5	-11	14	0.9
CCN(CC)C(=O)c1ccc(NC(=O)COc2ccccc2F)cc1	0.4	0.4	101	8	-2.6	3	4	1	8	-2	1.6
OCC(Cl)CCl (centres undefined)	-0.3	-3.3	101	-5	-0.3	-16	12	-3	16	18	2.0
CCCCn1c(=O)c(C(=O)Nc2cccc(C)c2)c(O)c2ccccc21	-0.5	-3.7	103	-5	-0.4	6	-13	4	4	17	1.7
C=Cn1ccnc1P(=S)(c1nccn1C=C)c1nccn1C=C	3.6	-2.4	104	-12	0.2	473	1	6	x	14	2.6
O=P(C(c1c[nH]c2ccccc12)N1CCOCC1)(N1CCOCC1)N1CCOCC1 (centres undefined)	-0.7	-0.8	97	-2	-1.2	0	-35	-6	-1	5	0.8

Going on with the list:
SMILES	AddAB inh	MOR-DOR ag	Pemphigus Ab inh	PKA-R1A activ	E coli growth	SUMO Mot1 rescue	HTR5A inv ctr	HTR5A ag ctr	PfHsp90 yeast 2	MOR-DOR inv ag	phage Ecoli inh
O=[N+]([O-])c1ccc(N2CCNCC2)cc1NCc1ccco1	5.2	-1.9	103	2	1.5	-14	3	-1	-15	10	5.0
CCN(CC)c1ccc(N=Cc2c(O)n(Cc3ccco3)c(=O)[nH]c2=O)cc1	0.8	7.1	x	-8	-2.5	187	-15	-3	-19	-35	3.6
O=C1NC(=O)C(CCc2ccccn2)(Cc2cccc(Cl)c2Cl)C(=O)N1c1ccc(Br)cc1 (centres undefined)	-2.9	-0.7	103	2	-1.0	70	6	-2	-15	4	3.1
O=C(O)CN1C(=O)CN=C(c2ccccn2)c2cc(Cl)ccc21	-0.9	-2.2	91	-6	0.0	46	-13	3	2	12	0.1
COC(=O)C1=C(c2ccc(C(C)=O)cc2)C[C@@H]2CC[C@H]1N2C(=O)N1CCC(O)CC1	1.3	-0.2	102	8	1.2	2	0	2	0	1	2.2
CC(=NCc1ccco1)c1c(O)n(Cc2ccccc2)c(=O)[nH]c1=O	-2.5	-1.2	96	3	-2.0	-8	-37	-2	10	7	0.8
C=CCn1c(O)c(/C=N/NC(=O)CCCC)c(=O)[nH]c1=S	-1.6	-2.0	114	2	2.0	11	-58	2	x	10	2.5
O=C1NC(=O)N(c2ccc3c(c2)OCO3)C(=O)/C1=C\c1ccsc1	-0.8	x	110	x	-2.4	9	x	x	x	x	1.8
O=P(Oc1ccccc1)(Oc1ccccc1)C(O)c1ccccc1 (centres undefined)	0.2	-2.2	106	-9	-0.3	-17	-1	0	31	13	2.1
O=c1[nH]c(=O)n(Cc2ccc(F)cc2)c(O)c1C=NCCCO	5.0	-1.5	x	-10	1.6	5	1	-3	23	8	0.9
C=C(c1ccccc1)P(=O)(O)O	4.8	-2.4	x	3	1.2	-12	0	-4	21	12	3.0
CCN1CCN(c2cc(N3CCCC3)c([N+](=O)[O-])cc2F)CC1	-0.7	-2.6	104	-1	-2.2	59	16	-6	3	15	3.1
CCN1C(=O)NC(=O)/C(=C\c2cn(CC(=O)N3CCCCC3C)c3ccccc23)C1=O (centres undefined)	2.6	-3.5	111	6	-2.5	6	6	-2	10	18	x
Cc1ccc(C2=NCC(=O)Nc3ccc(Br)cc32)cc1	-1.7	-0.5	111	-8	-1.3	9	-25	6	20	2	-0.6
O=c1[nH]c(=S)n(-c2ccccc2)c(O)c1C=NCc1ccccn1	0.9	x	109	x	2.4	151	x	x	x	x	2.7
S=P(Nn1cnnc1)(c1ccccc1)c1ccccc1	0.5	0.6	103	-5	0.8	-20	12	-2	15	-4	7.5
CCC(=O)N1c2ccc(S(=O)(=O)CCC(=O)N3CCC4(CC3)OCCO4)cc2CC1C (centres undefined)	-0.1	1.1	112	-3	0.4	293	24	4	-17	-6	3.4
CCOC(=O)C1(CCOc2ccccc2)CCN(Cc2ccccc2OC)CC1	4.2	13	93	-1	-0.3	305	-3	1	-9	-58	-0.1
CCC12CN3CCN(CC(C3)/C1=N\O)C2	1.6	-4.5	x	1	-1.3	-7	-23	10	-1	19	2.5
Cc1c(C(=O)O)cc(-c2ccccc2)n1Cc1ccccc1	-1.2	-1.4	107	-4	-2.9	-15	-2	1	-15	7	-0.7
Cc1ccc(O)c(CN2CCC3CCC(C3)C2)c1 (centres undefined)	x	-1.8	87	4	x	x	5	-1	x	9	2.1
CCCCn1c(O)c(C(=O)/C=C/c2c[nH]c3ccccc23)c(=O)[nH]c1=O	1.2	-2.3	x	-8	0.3	6	6	-1	-14	11	-4.4
O=c1[nH]c(=S)n(-c2ccccc2F)c(O)c1C=NCc1ccco1	0.3	-2.7	101	-6	3.0	0	-12	5	-6	14	2.5
CCC(CC)N1CCN(C(=O)Cc2ccccc2)CC1	0.3	0.7	101	5	1.2	19	20	-2	-44	-4	0.2
Oc1c(Br)cc(Br)cc1Br	7.5	-1.6	101	1	0.0	157	2	0	-15	9	3.4

(continued)
SMILES	AddAB inh	MOR-DOR ag	Pemphigus Ab inh	PKA-R1A activ	E coli growth	SUMO Mot1 rescue	HTR5A inv ctr	HTR5A ag ctr	PfHsp90 yeast 2	MOR-DOR inv ag	phage Ecoli inh
C=CCN1C(=O)C2(C(C(=O)OCC)=C(N)Oc3ccccc32)c2c1c1ccccc1oc2=O (centres undefined)	4.2	-2.9	x	-2	1.3	3	-12	-1	-5	15	2.2
CC(C)C(=O)c1cn(Cc2ccccc2C#N)c2ccccc12	2.4	-1.7	103	-6	2.2	4	9	-4	-12	10	1.7
O=c1cccc2n1CC1CC2CN(Cc2ccc3c(c2)OCO3)C1 (centres undefined)	1.9	-2.8	124	-11	-2.7	-15	-1	2	11	13	1.3
C[N+]1(C)[C@@H]2CC(OC(=O)[C@H](CO)c3ccccc3)C[C@H]1[C@@H]1O[C@@H]12 (some centres undefined)	1.2&0.5	-1.6&-0.5	102&98	3&-10	2.1&1.5	255&-10	1&-24	4&1	8&-1	9&3	2.4&4.0
N#CCP(=S)(c1ccccc1)c1ccccc1	2.4	-3.0	108	-7	-1.6	7	-10	0	-13	15	0.0
CCOc1ccc2oc(C(=O)NN3C(C)CCCC3C)c(C)c2c1 (centres undefined)	4.9	-2.1	80	-6	0.8	-6	-1	0	2	10	1.2
N#Cc1ccc(C(=O)N2Cc3cnnn3-c3ccccc3C2C#N)cc1 (centres undefined)	x	-1.5	106	-8	x	x	6	-2	-31	7	2.2
O=c1[nH]c(=S)n(-c2ccc(Cl)cc2)c(O)c1C=Nc1ccc(N2CCOCC2)cc1	3.0	1.1	114	-14	1.1	-26	21	-1	2	-8	3.5
COC(=O)C1=C(c2ccc(S(C)(=O)=O)cc2)C[C@@H]2CC[C@H]1N2C(=O)NCCS(C)=O (some centres undefined)	6.0	-1.5	106	2	2.9	3	-4	1	-7	8	4.0
CC(N)C(=O)OC(C)(C)Cc1ccc(Cl)cc1 (centres undefined)	-0.1	-0.5	103	-14	2.4	16	20	3	-10	3	2.7
C=C1C(=O)O[C@H]2[C@H]1[C@H](OC(=O)CC(=O)O[C@@H]1C[C@@H](C)[C@@H]3C=CC(=O)[C@@]3(C)[C@H]3OC(=O)C(=C)[C@H]13)C[C@@H](C)[C@H]1C=CC(=O)[C@]12C	0.6	1.2	103	-5	-1.7	-22	6	1	-4	-7	2.9
C=C(COC(C)=O)CC1CC(O)[C@]2(C)OC3CC4OC5C[C@]6(C)O[C@]7(C)CCC8OC9C[C@]%10(C)OC%11C(C)=CC(=O)OC%11CC%10OC9C[C@@H](C)C8OC7CC6O[C@]5(C)C/C=C\C4OC3CC2O1 (some centres undefined)	x	-0.3	105	-8	x	x	0	0	16	2	x
O=C(NC12CC3CC(CC(C3)C1)C2)OC1CN2CCC1CC2 (centres undefined)	-0.9	x	92	x	-0.9	27	x	x	x	x	2.1
O=[N+]([O-])c1ccc(Cl)c(Cl)c1Cl	2.2	-1.8	101	8	1.6	-15	9	-2	-50	10	4.6
CN1C(=O)C2C[C@@]3(Br)c4ccccc4N(OOSc4ccccc4)[C@H]3N2C(=O)[C@@H]1Cc1ccccc1 (some centres undefined)	0.4	-1.0	103	-4	-1.4	-8	-10	6	-2	5	2.6
CCOc1ccc(NC2=NCCCS2)cc1	2.0	0.3	98	-7	0.5	3	-17	6	2	-2	1.4
